HepG2 tox: qHTS for Inhibitors of TGF-b: Cytotox Counterscreen | AID 588856, 2011 | Potency, µM (top dose mostly 46.1 µM), inactives show at the top dose activity change, negative = cytotoxicity, usual class: cytotoxic | 410,000 tested, 0.76% active | HepG2 CAGA-GFP viability, ATP luminescence, 18 h; further: potency means the concentration at half of the fitted maximal effect; some results filed as inactive show a strong effect at the top dose
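CellTiter-Glo luminescence gave cytotoxicity after 18 hours at 37 degrees C. The cells were HepG2 CAGA-GFP in 1% FBS DMEM, stimulated with 500 pg/mL TGF-beta after compound addition. %Activity was normalised to no-cell wells (complete cell-killing) and DMSO (no toxicity), and curves were fitted and classified.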
IL1B secr inh: qHTS for Inhibitors of Inflammasome Signaling: IL-1-beta AlphaLISA Primary Screen. activity change, % at 57.5 µM. THP-1 LPS/ATP IL-1B secretion, AlphaLISA, 16 h; hits give low values. 360,000 tested, 4.7% active. AID 743279, 2014; in the data active means activity change below about -50%; inconclusive means mostly about -30% to -49%; further: on the % scale 0 is the no-effect control and ±100 the full control effect
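Secreted IL-1B measured by AlphaLISA bead assay after 16 h compound exposure of THP-1 cells; compounds (final up to 57.5 uM) added 1 h before LPS (250 ng/mL) and ATP (1.25 mM) stimulation; lower signal means less secretion.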
S2 tox: Viability Counterscreen for Primary qHTS for Inhibitors of ATXN expression; 400,000 tested, 0.49% active; AID 651635, 2014; Potency, µM (doses to about 56.7 µM), actives largely listed as cytotoxic; S2 cells (HEK-293 line with an ATXN2-luciferase reporter) viability, CellTiter-Fluor protease fluorescence, 24 h; further: potency means the concentration at half of the fitted maximal effect; nearly all actives have a fitted effect of over 40% in size
MCF10A rerep: A quantitative high throughput screen for small molecules that induce DNA re-replication in MCF 10a normal breast cells; Potency, µM (top dose mostly 46.1 µM), inactives show at the top dose activity, positive = re-replication, actives largely listed as activators; 350,000 tested, 2.9% active; MCF 10A DNA re-replication, Hoechst nuclear intensity, 48 h; further: potency means the concentration at half of the fitted maximal effect; % of control where 0% means no effect; nearly all actives have a fitted effect of over 50% in size
KB-3-1 tox: qHTS assay for MDR1-selective chemotherapeutics: Primary screen using the parental adenocarcinoma cell KB-3-1 | 400,000 tested, 1.4% active | AID 1347075, 2019 | KB-3-1 viability, CellTiter-Glo ATP luminescence, 72 h | Potency, µM (top dose mostly 46.1 µM), without a hit: at the top dose activity change, negative = cytotoxic, most hits filed as cytotoxic; further: potency means the concentration at half of the fitted maximal effect; on the % scale 0 is the no-effect control and ±100 the full control effect; nearly all actives have a fitted effect of over 60% in size
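Parental KB-3-1 viability, qHTS format: 72 h compound exposure, 37 °C; CellTiter-Glo; media-only wells and DMSO plates as controls; concentration-effect fits on corrected data.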
ATXN2 expr inh: Primary qHTS for Inhibitors of ATXN expression; HEK-293 ATXN2-luciferase reporter, luminescence, 24 h; AID 1745845, 2022; Potency, µM (titrated, usually from 57 µM), for the others: top-dose activity change, negative = inhibition, actives largely listed as inhibitors; 360,000 tested, 0.72% active; further: potency means the concentration at half of the fitted maximal effect; on the % scale 0 is the no-effect control and ±100 the full control effect; nearly all actives have a fitted effect of over 55% in size
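ATXN2-luciferase reporter cells (luciferase flanked by upstream and downstream ATXN2 gene portions) were treated 24 h at 37 °C with compounds at up to 57 uM. SteadyGlo luminescence gave expression; GF-AFC fluorescence gave viability.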
HT1080 IDH1KD tx: qHTS for induction of synthetic lethality in tumor cells producing 2HG: qHTS for the HT-1080-IDH1KD cell line; HT-1080 IDH1 knockdown viability, ATP luminescence, 48 h; 360,000 tested, 2% active; Potency, µM (doses to about 46.1 µM), for inactives: at the highest dose activity, negative = toxicity, usual class: cytotoxic;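 further: potency means the concentration at half of the fitted maximal effect; 0% = DMSO wells and -100% = cell-free medium wells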
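In this qHTS, HT-1080 cells depleted of IDH1 are exposed for 48 h at 37 °C to compound titrations. Toxicity is scored from CellTiter-Glo luminescence, with DMSO as full viability and medium alone as none.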
HT1080NT lethal: qHTS for induction of synthetic lethality in tumor cells producing 2HG: qHTS for the HT-1080-NT fibrosarcoma cell line; AID 686970, 2013; HT-1080-NT fibrosarcoma viability, CellTiter-Glo ATP luminescence, 48 h; 360,000 tested, 1.6% active; Potency, µM (series often up to 46.1 µM), for the others: at the top dose activity, negative = less viability, usual class: cytotoxic;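 further: NT is the 2HG producing partner of a matched IDH1 knockdown line; potency means the concentration at half of the fitted maximal effect; 0% = DMSO-treated cells and -100% = media-only wells without cells; nearly all actives have a fitted effect of over 55% in size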
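HT-1080-NT fibrosarcoma cells (2HG-overproducing), 750 cells/well in RPMI with 5% FBS, dosed after 2 h and incubated 48 h at 37C. CellTiter-Glo luminescence normalized to DMSO and no-cell wells; concentration-response curves fitted and classed.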
SW480 rereplic: A quantitative high throughput screen for small molecules that induce DNA re-replication in SW480 colon adenocarcinoma cells. SW480 DNA re-replication, Hoechst DNA content imaging, 48 h. Potency, µM (highest dose often 46.1 µM), without a hit: at the highest dose re-replication activation, usual class: activators. 340,000 tested, 1.8% active. AID 624297, 2012; further: potency means the concentration at half of the fitted maximal effect; % of control where 0% means no effect; nearly all actives have a fitted effect of over 55% in size
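First, 250 cells per well were seeded. Next, compound or vehicle (23 nL) was pinned in, plates sat 48 hr at 37 C. Finally Hoechst was added for 40 min before fluorescence scanning.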
* marks the source's active call; other numbers are inactive results; i = inactive; ? = inconclusive; · = no result given; [ ] = dose if it differs, or a comment. Unless noted, the call rests on the fitted dose curve; in most records, active means well fitted curve in the direction sought with a large enough effect; inconclusive means small, poorly fitted or top-dose-only effect, or another doubt; inactive means no such curve, though single readings can be large; an effect the other way counts as inactive or inconclusive.

SMILES | HepG2 tox | IL1B secr inh | S2 tox | MCF10A rerep | KB-3-1 tox | ATXN2 expr inh | HT1080 IDH1KD tx | HT1080NT lethal | SW480 rereplic
CCOc1ccc(-n2c(SCc3cc(=O)oc4cc(C)c(C(C)C)cc34)nnc2-c2cccnc2)cc1 | -26.6% | 23.0 | i | -3.4% | 0.7% | -17.9% | 20.6% | 7.4% | -2.5%
NC(=O)CSCc1nc2ccccc2s1 | 10.1% | 30.0 | i | -2.4% | 6.9% | 38.0%[activator] | 7.5% | 6.4% | 0.1%
OC[C@H]1O[C@@H](c2nc3ccc(-c4nc(-c5cccs5)no4)cc3[nH]2)C[C@@H]1O | -4.7% | -15.2 | ? | · | 0.0% | 19.0% | -9.7% | -8.2% | ·
CC1CCCC(NC(=O)COc2ncnc3ccccc23)C1C (stereo not given) | 34.7% | 0.6 | i | -3.4% | -1.6% | -8.0% | 14.2% | 1.7% | -13.4%
CCOC(=O)CC(NC(=O)c1ccccc1)c1ccc(OC)cc1 (stereo not given) | -21.5% | -3.4 | i | 1.3% | 8.7% | -10.9% | -1.5% | -1.2% | -4.1%
CC(=O)c1ccc(OCCCC(=O)n2nnc3ccccc32)cc1 | -11.4% | 10.6 | i | 11.7% | 10.5% | 0.7% | 1.8% | 5.0% | -11.6%
CC(C)(C)Cc1c(-c2ccccc2)nc2ccc(Br)cn12 | -26.1% | 42.5 | i | · | -5.3% | 8.8% | 3.0% | -5.6% | ·
COc1cccc(CNC(=O)CN(c2ccc(C)cc2)S(=O)(=O)N(C)C)c1OC | -4.8% | · | i | · | 15.9% | 1.8% | · | · | ·
NCCCC[C@H](NC(=O)C1CCNCC1)c1nnc([C@@H](N)CO)o1 | 2.9% | -13.0 | i | -4.7% | 14.9% | 14.5% | 20.4% | 22.4% | -5.2%
O=C(NCc1ccccc1)C(=O)NCC(c1cccs1)S(=O)(=O)c1ccccc1 (stereo not given) | -10.8% | · | i | · | -10.1% | -9.5% | · | · | ·
CCOC(=O)c1ccc2[nH]c(C)cc(=O)c2c1 | -3.0% | 28.3 | i | -2.2% | 0.5% | 5.8% | 0.7% | 2.9% | -2.6%
N=c1ccn(Cc2ccc(F)cc2)cc1 | 20.1% | 14.9 | i | 13.2% | 5.8µM* | · | -22.4% | ? | -4.3%
Cc1ccc(N2C(=O)c3cccc4c(N5CCN(C)CC5)ccc(c34)C2=O)c2cccnc12 | 3.0% | 35.2 | · | -9.2% | -8.6% | -26.9% | 11.2µM* | ? | -4.7%
Cc1ccc(N(CC(=O)O)S(C)(=O)=O)cc1 | 0.7% | 7.3 | i | -0.7% | -1.3% | 11.1% | 9.1% | 8.8% | -113.6%[inhibitor]
COc1ccc(Cc2nnc(SCC(=O)N3CCN(c4ccccc4)CC3)o2)cc1 | 1.6% | 0.0 | i | -3.1% | -2.8% | -9.8% | 10.9% | 3.5% | 7.9%
COc1ccc(-n2nnc3c(SCC(=O)c4ccccc4)ncnc32)cc1 | 13.0% | -11.0 | i | 17.2% | 6.7% | 2.2% | ? | 21.9% | -9.9%
CCOC(=O)C1=C(O)CSC1=Nc1ccccc1 | 5.0% | -0.5 | i | 2.9% | -1.7% | 4.9% | 15.1% | 12.8% | -2.1%
CCOc1ccc(NC(=O)c2c[nH]n3c(=O)cc(C4CCN(C(=O)OC(C)(C)C)CC4)nc23)cc1 | 23.4% | -1.3 | i | ? | 1.9% | · | 2.3% | 1.7% | -3.8%
O=C1OCCC1S(=O)(=O)c1ccc2ccccc2c1 (stereo not given) | 1.6% | -7.3 | i | -0.3% | 4.5% | -3.2% | 8.7% | -2.0% | 0.0%
CCN(CC)CCn1c(NC(=O)c2ccc(C(F)(F)F)cc2)nc2ccccc21 | 0.0% | 48.0 | i | 20.6µM* | 2.0% | -14.7% | -4.8% | 7.1% | 0.5%
CCN1C(=S)N[C@@H](CCc2ccccc2)[C@H](C(=O)OC)[C@H]1C | -0.2% | -24.7 | i | 18.1% | -0.9% | -18.7% | 10.3% | 12.2% | -43.4%[inhibitor][9.22 µM]
O=C1NC(Cc2ccc(O)cc2)c2nc3cc(Cl)ccc3c(=O)n2-c2cc3ccccc3cc21 (stereo not given) | -9.2% | 16.9 | ? | · | ? | ? | 16.4µM* | 23.1µM* | ·
Cc1ccc2c(c1)N(CCC(=O)NCc1ccc(F)cc1)C(=O)CO2 | 5.3% | · | i | · | -0.8% | -1.3% | · | · | ·
N#C/C(=C/c1ccc(CNS(=O)(=O)c2ccccc2)o1)C(=O)NCc1ccccc1 | -0.3% | -1.4 | i | 11.0% | -4.3% | -3.8% | 7.2% | 2.4% | 0.0%
CC1=C(C#N)C(/C=N/OCc2ccc(Cl)cc2)CC(=O)N1 (stereo not given) | -3.3% | 15.9 | i | -2.9% | 1.1% | -7.2% | 9.1% | -17.2% | -0.5%
COc1cccc(CNc2ccc(Br)cn2)c1O | -16.4% | -21.4 | i | 4.5% | -14.3% | 23.7% | -25.0% | -27.7% | -0.3%
CCCc1nnc(SCC(=O)N2CCCCC2C)n1CCCOC (stereo not given) | 7.4% | 5.2 | i | 8.2% | 0.8% | 14.5% | 11.9% | 12.5% | -9.4%
CC(=O)c1c(C)[nH]c(C(=O)CSc2nnc(CN3CCCCCC3=O)n2-c2ccccn2)c1C | -7.8% | 12.8 | i | 28.5% | 0.7% | 1.9% | 7.0%[9.24 µM] | -2.2% | 1.1%
COc1ccc(OC)c(CNC(=O)CN2CC(C)Sc3ccccc32)c1 (stereo not given) | -12.3% | · | i | · | 1.1% | -6.4% | · | · | ·
COC(=O)CN1C(=S)N(c2ccc(F)cc2)C(=O)C1CC(=O)Nc1ccc(OC)cc1 (stereo not given) | -11.5% | -1.2 | i | -1.7% | 2.4% | · | -0.7% | 11.4% | 21.1%
Cc1ccsc1C(=O)N1CCN(c2ncccn2)CC1 | 5.8% | -19.7 | i | 3.8% | -14.1% | 6.7% | 0.4% | 2.6%[9.24 µM] | ?
COc1ccc(S(=O)(=O)Nc2ccc(S(=O)(=O)Nc3ccc(F)cc3)cc2)cc1C | 4.8% | -14.0 | i | ? | 5.0% | -0.8% | ? | -27.0% | -10.4%
COc1ccc(C(=O)NCc2ccc(S(N)(=O)=O)cc2)cc1[N+](=O)[O-] | 8.4% | 26.5 | ? | 12.1% | 3.4% | · | 2.2% | -1.9% | -49.0%[inhibitor]
O=C(N/C=N/OCc1ccc(Cl)cc1Cl)NOCc1c(Cl)cccc1Cl | 17.8µM* | -5.1 | i | ? | -18.8% | ? | 16.4µM* | 16.4µM* | 20.8%
COc1ccc(-c2cc(-c3nnc(COC(=O)C4CC4C)o3)c3ccccc3n2)cc1OC (stereo not given) | 0.3% | -52.5* | i | ? | 3.5% | -1.6% | 10.1% | 4.1% | 16.4µM*
CC(C)(C)n1nnnc1C(c1ccccc1)N1CCN(c2ccc(F)cc2)CC1 (stereo not given) | · | -18.8 | i | · | 8.8% | -3.5% | 16.9% | 5.1% | ·
O=C(c1ccc(Cl)cc1)c1cn[nH]c1-c1ccccc1O | -12.7% | -18.0 | · | 3.4% | 0.0% | · | 0.2% | -4.4% | -2.5%
O=C(NCCN1CCC(Cc2ccccc2)CC1)C1CCN(S(=O)(=O)N2CCC3(CC2)OCCO3)CC1 | -27.6% | -1.8 | i | 0.7% | -2.9% | · | -15.5% | -3.9% | 15.3%
Cc1ccc2c(c1)N(C(=O)CCC(=O)NCCCN1CCN(C)CC1)CCO2 | -1.1% | 12.2 | ? | 10.7% | 0.0% | -6.1% | -1.8% | -0.6% | -9.4%
CC(C)N(C(=O)CSc1nnc(Cn2nnc3ccccc32)n1C)C(C)C | -8.0% | 22.5 | ? | -0.9% | 4.7% | -1.9% | 5.7% | 10.6% | 1.3%
COc1cc(/C=C/C(=O)OCC(=O)NCCN2C(=O)CSC2=O)ccc1OC(F)F | -17.0% | 0.0 | i | -36.3%[inhibitor] | 11.1% | -14.6%[2.22 µM] | -0.2% | -0.3% | 10.2%[1.84 µM]
COc1cc(C(=S)N2CCN(c3ccccc3Cl)CC2)cc(O)c1O | -57.8% | 8.3 | ? | 25.6% | -10.0% | ? | ? | -22.7% | ?
CCc1ccc(NC(=O)c2ccc(NC(=O)C3CCCO3)cc2)cc1 (stereo not given) | -38.5% | 11.3 | i | 2.6% | -15.9% | -10.7% | -0.4% | -8.4% | -4.9%
C[C@H](CO)N1C[C@H](C)[C@@H](CN(C)C(=O)NC2CCCCC2)Oc2c(NC(=O)Cc3ccccc3)cccc2C1=O | 3.2% | 2.2 | i | 5.7% | 12.8% | 2.5% | -0.8% | ? | -3.0%

Molecules listed so far containing bromine:
SMILES | HepG2 tox | IL1B secr inh | S2 tox | MCF10A rerep | KB-3-1 tox | ATXN2 expr inh | HT1080 IDH1KD tx | HT1080NT lethal | SW480 rereplic
CC(C)(C)Cc1c(-c2ccccc2)nc2ccc(Br)cn12 | -26.1% | 42.5 | i | · | -5.3% | 8.8% | 3.0% | -5.6% | ·
COc1cccc(CNc2ccc(Br)cn2)c1O | -16.4% | -21.4 | i | 4.5% | -14.3% | 23.7% | -25.0% | -27.7% | -0.3%

High-throughput results from PubChem BioAssay.
